DDE Tn6 FP inh – inhibitors of Tn6 peptide binding to human fibrin DD(E) | AID 720509 | inhibition, % at 8.3 µM | Fibrin DD(E) TRITC-Tn6 fluorescence polarization displacement | P02675 | actives 0.21% (n = 370,000);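 active = inhibition above a per-campaign cutoff: mean of compounds within control limits plus 3 SD, cut at about 15% in these data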;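 also: 0% = median of all compound wells on the plate and 100% = blocking peptide control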
Target sequence (P02675 whole entry, looked up): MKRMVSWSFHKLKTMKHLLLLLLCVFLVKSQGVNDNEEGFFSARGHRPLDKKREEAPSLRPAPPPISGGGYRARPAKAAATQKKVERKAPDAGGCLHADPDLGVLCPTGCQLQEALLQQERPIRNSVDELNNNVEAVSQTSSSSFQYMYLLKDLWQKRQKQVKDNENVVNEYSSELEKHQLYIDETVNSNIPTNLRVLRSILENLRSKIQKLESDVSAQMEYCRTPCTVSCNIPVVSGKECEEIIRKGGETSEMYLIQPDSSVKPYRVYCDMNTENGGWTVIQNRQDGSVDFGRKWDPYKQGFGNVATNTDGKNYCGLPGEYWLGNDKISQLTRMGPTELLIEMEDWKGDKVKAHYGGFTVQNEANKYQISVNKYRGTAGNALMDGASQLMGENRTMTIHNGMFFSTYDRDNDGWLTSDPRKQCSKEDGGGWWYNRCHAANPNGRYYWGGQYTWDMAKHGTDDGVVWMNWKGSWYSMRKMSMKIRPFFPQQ
FXN GAA850 act – activators of GAA850 frataxin (FXN) promoter; AID 540364; HEK293 lucGAA850 FXN promoter luciferase reporter, 24 h; percent of 10 µM SAHA response; actives 0.56% (n = 360,000); activation, % at 6 µM;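 active = activation above the average of all compounds screened plus 3 SD, cutoff fixed separately per campaign, cut at about 7.5% in these data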;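 also: 0% = DMSO wells and 100% = 10 µM SAHA wells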
GC-B act – GC-B (human) receptor activation; actives 0.11% (n = 370,000); HEK293-GC-B cells, CNP EC30, cGMP TR-FRET; 0% at EC30 CNP, 100% saturating CNP; P20594; activation, % at 10 µM;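 active = activation at 10 µM reaching about 35% in either raw or pattern-adjusted values, limit read from the data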
ARFGAP1 inh – inhibitors of rat ARFGAP1; actives 0.26% (n = 360,000); inhibition, % at 16.5 µM; Arfgap1-stimulated ARF1 GTP hydrolysis, GDP FP detection;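 active = inhibition above a per-plate limit, mean inhibition of low control wells plus 3 SD, cut at about 25% in these data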;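 also: 0% = DMSO wells with enzyme and 100% = wells lacking Arfgap1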
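Assay system: purified rat His6-Arfgap1 residues 1-136 (GAP domain); Reagent: human Δ17 ARF1 bound to GTP; Dosing: 16.5 µM single point, 1.26% DMSO; Times: GTP hydrolysis reaction 2 h at 25 °C; Signal: FP, GDP Alexa 633 tracer displaced from anti-GDP antibody, 620/688 nm; Measure: % inhibition from polarization.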
HGIII-sPLA2 inh – Blocks human group III sPLA2 activity | AID 743126 | inhibition, % at 12.2 µM | QFRET BODIPY PC-A2 liposome hydrolysis, fluorescence | actives 0.56% (n = 370,000) | Q9NZ20;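 active = inhibition above mean plus 3 SD of compounds lying within the high and low control bounds, cut at about 19% in these data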;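 also: 0% = median of test compound wells and 100% = no enzyme DMSO wells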
GC-A act – GC-A (human) enzyme activation | P16066 | HEK293 GC-A cells, cGMP TR-FRET, EC30 ANP; 0% at EC30 ANP, 100% saturating ANP | activation, % at 10 µM | actives 0.14% (n = 370,000) | AID 1671463; in the data active = activation above about 40%
KLK7 zymogen act – activates the human kallikrein-7 zymogen; P49862; activation, % at 7 µM; purified proKLK7, EDANS-DABCYL substrate fluorescence; 100% is mature enzyme control, 0% vehicle; actives 0.9% (n = 370,000);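 active = activation above the mean of all tested compounds plus 3 SD, computed per campaign excluding outliers beyond control limits, cut at about 13% in these data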
ASAP1 GAP inh – ASAP1 ArfGAP inhibition; inhibition, % at 16.5 µM; ASAP1-stimulated ARF1 GTP hydrolysis, GDP FP detection; actives 0.19% (n = 360,000); Q9ULH1; AID 624377; in the data active = inhibition above about 25%;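 also: 0% = vehicle with enzyme and substrate and 100% = no enzyme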
ADAM10 inh – inhibitors of human ADAM10; recombinant ADAM10, EDANS/DABCYL FRET peptide cleavage, 3 h; actives 0.62% (n = 370,000); AID 720582; O14672; inhibition, % at 7 µM;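 active = inhibition above a per-campaign cutoff equal to the mean of compounds falling between control-based bounds plus 3 SD, cut at about 20% in these data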;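 also: 0% = DMSO wells while the 100% control is not disclosed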
Target sequence (O14672 214-748 limits assumed): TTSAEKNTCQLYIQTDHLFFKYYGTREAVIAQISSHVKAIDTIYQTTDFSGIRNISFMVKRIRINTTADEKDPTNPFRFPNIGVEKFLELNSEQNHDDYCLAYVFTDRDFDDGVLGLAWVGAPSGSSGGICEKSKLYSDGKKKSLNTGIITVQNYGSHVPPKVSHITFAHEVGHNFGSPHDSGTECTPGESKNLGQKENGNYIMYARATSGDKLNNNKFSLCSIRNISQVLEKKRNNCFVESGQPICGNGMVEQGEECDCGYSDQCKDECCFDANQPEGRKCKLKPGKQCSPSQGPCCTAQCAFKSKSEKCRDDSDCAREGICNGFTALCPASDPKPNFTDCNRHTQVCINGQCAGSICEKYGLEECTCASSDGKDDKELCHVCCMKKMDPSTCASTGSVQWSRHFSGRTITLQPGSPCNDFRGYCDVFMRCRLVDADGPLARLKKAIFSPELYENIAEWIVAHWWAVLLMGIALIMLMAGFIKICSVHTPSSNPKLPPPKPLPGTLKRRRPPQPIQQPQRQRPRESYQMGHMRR
rCAG binder – binds r(CAG) RNA repeats; r(CAG) RNA repeat, TO-PRO-1 dye displacement fluorescence; inhibition, % at 3 µM; actives 1.3% (n = 370,000);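 active = inhibition above the plate cutoff, the mean of all test compounds on that plate plus 3 SD, cut at about 35% in these data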;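 also: 0% = DMSO alone and 100% = 100 µM mitoxantrone as full dye displacement; higher means more dye released from RNA so lower well fluorescence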
* hit, by the source's call; nt = not tested or not shown.

SMILES	DDE Tn6 FP inh	FXN GAA850 act	GC-B act	ARFGAP1 inh	HGIII-sPLA2 inh	GC-A act	KLK7 zymogen act	ASAP1 GAP inh	ADAM10 inh	rCAG binder
COc1cccc(NC(=O)N2CCN(c3cccc(C)c3)C(C)C2)c1 (stereo not given)	-4	3.2	3	-12	-6	0	-0.4	-11	-2	0
O=C(Cc1ccccc1)NCCS(=O)(=O)N1CCN(c2cccc(Cl)c2)CC1	3	0.1	1	-9	-12	-1	-0.2	-7	7	-8
C=CCN1C(=O)N(CC=C)c2cccc3cccc1c23	3	1.4	7	3	6	0	0.0	0	0	1
COC(=O)c1ccc(C2C(C(=O)c3ccco3)=C(O)C(=O)N2c2cc(C)on2)cc1 (stereo not given)	-5	2.1	-4	2	-8	3	0.9	4	-10	9
Cc1ccc(-c2cc(-c3ccccc3C)[nH]n2)c(O)c1	-14	6.2	-9	17	-32	7	0.4	-4	17	8
O=C(Cn1nc(-c2ccc3c(c2)OCCO3)ccc1=O)Nc1ccc(-n2cnnn2)cc1	5	0.4	-2	11	-2	-5	-0.5	36*	4	1
O=C(Cc1cccs1)N1CCN(S(=O)(=O)c2ccc(F)c(F)c2)CC1	2	1.0	-3	2	0	-1	-1.2	12	3	5
Cn1nnc2cc(NC(=O)Nc3cccc(C(F)(F)F)c3)ccc21	3	-0.6	-3	3	7	-4	-0.2	0	-10	-1
CCOc1nc(NCCC2=CCCCC2)nc(N2CCOCC2)n1	-1	2.1	-2	-2	0	-5	0.1	3	0	1
CCC1CCCCN1C(=O)CSc1nnc(CNC(=O)c2cc(OC)c(OC)c(OC)c2)o1 (stereo not given)	-7	-0.1	2	21	0	1	-0.2	1	1	-7
COc1ccc(NC(=O)CSCc2cc(=O)n3nc(C4CC4)sc3n2)cc1	10	0.0	8	-8	2	4	0.5	-18	-4	2
Nc1ncnc2c1ncn2[C@@H]1O[C@H](C(=O)N[C@H]2c3ccccc3C[C@H]2OC=O)[C@@H](O)[C@H]1O	8	nt	4	3	-3	0	0.5	-16	-8	1
CCN(CC)CCN1C(=O)C(=O)/C(=C(/O)c2c(C)[nH]c(C(=O)OC)c2C)C1c1ccc(C)o1 (stereo not given)	9	1.3	-1	-13	0	2	0.1	-1	-1	2
Cc1ccc(S(=O)(=O)N2CCN(C(=O)Cn3c(=O)cnc4ccccc43)CC2)cc1	0	-0.1	-2	16	0	-2	1.1	11	-86	6
Cc1ccc(-c2c(NC(=O)C(C)C)n(C)c3ccccc3c2=O)cc1	-6	0.8	1	1	-1	6	0.2	14	-55	-3
CC/C(=N\NC(=O)Nc1nonc1N)c1ccc(OC)c(OC)c1	-4	1.1	3	5	-2	4	0.6	3	-1	-3
Cc1ccc(CC(=O)Nc2ccc(OC(F)F)c(Cl)c2)cc1C	10	2.2	1	21	-10	2	0.3	-7	4	-4
COc1cccc(C2=NOC(C(=O)NCC3CCCO3)C2)c1 (stereo not given)	-6	-1.2	4	13	-33	0	0.5	5	-6	-6
O=C(NCc1ccccc1)c1ccc(N2CCC3(CC2)CC(c2ccccc2)=NO3)c([N+](=O)[O-])c1	3	0.4	3	10	-8	-3	0.1	-9	13	5
O=S1(=O)N=C(SCCO)c2ccccc21	8	1.1	0	11	1	2	-0.1	-5	-1	1
CCCCOc1ccc(/C=C/C(=O)Nc2ccc(C(N)=O)cc2)cc1	-2	2.3	2	2	7	-6	0.4	13	6	1
COc1ccc(-c2csc(NC3OC(=O)c4ccccc43)n2)cc1 (stereo not given)	-6	2.5	5	-2	2	2	0.4	7	-5	8
CN(C)C(=O)c1nc2ccc(Cl)cn2c1CN1CCN(c2ncccn2)CC1	1	-0.6	2	5	2	2	-1.3	4	-2	-3
CN(C)c1ccc(/C=N/NC(=O)CNC(=O)c2ccc3c(c2)OCCO3)cc1	0	1.0	-5	9	3	-7	2.4	7	-433	0
CCc1cccc(CC)c1NC(=O)CSc1nnc(CCC(=O)O)c(=O)[nH]1	4	1.7	0	7	4	2	-0.5	-1	6	3
COc1cc(/C=N/NC(=O)C(=O)NCc2cccnc2)cc(OC)c1OC	1	0.7	0	13	3	1	0.1	10	-7	-9
CC(=O)Nc1ccc(NC(=O)CSc2nnc(NC(=O)Cc3ccc(F)cc3)s2)cc1	2	-0.8	-2	-3	2	-3	-0.3	22	1	5
O=C(CSc1nnc(Cc2cccs2)n1-c1ccccc1)Nc1ccccc1-c1ccccc1	-2	nt	-15	nt	-6	-16	0.6	nt	6	3
Cc1cccc(N(C(=O)CNC(=O)c2ccco2)C(C(=O)NC2CCCC2)c2cccnc2)c1 (stereo not given)	1	-1.1	-8	2	6	-1	0.3	5	-3	-6
Cn1c(=O)c2c(nc(NCCNC(=O)c3ccco3)n2Cc2ccccc2Cl)n(C)c1=O	-7	3.5	-10	1	-2	0	0.1	4	-6	-4
Cc1ccc(CSc2nnc(C)c(=O)n2N)cc1	-2	2.2	1	7	2	4	-0.3	5	4	2
Cc1nnnn1/C(=C\c1ccccc1)C(=O)OCC(=O)NC1CCCCC1	-1	-4.2	4	2	7	7	-0.1	-5	-13	-8
NC(=O)c1ccc(NC(=O)COC(=O)CC23CC4CC(CC(Br)(C4)C2)C3)cc1	-1	0.6	-1	-4	12	-8	0.8	3	-15	3
COc1ccc(S(=O)(=O)N2CCCCCC2)cc1NC(=O)Cc1ccccc1	6	-0.5	1	0	5	3	0.4	2	-3	1
CN(c1ccccc1C(=O)N1CCCC1)S(C)(=O)=O	-3	-1.0	5	-8	-1	-1	0.5	-10	7	0
COc1ccc(C2=NOC(C(=O)Nc3cc(C)on3)C2)cc1OC (stereo not given)	-6	4.8	3	7	9	-5	0.3	-4	-4	1
O=C(NC1CCCCCCC1)c1cc(F)c(F)cc1Cl	2	5.8	8	1	4	-3	0.1	-3	5	-4
COCCNC(=S)N1CCc2cc(OC)c(OC)cc2C1COc1ccc(C(C)C)cc1 (stereo not given)	3	5.6	1	6	5	9	-0.3	15	5	-3
CCOC(=O)C(C)On1c(SC(C)C(=O)OCC)nc2ccccc2c1=O (stereo not given)	10	2.9	6	7	0	-3	-0.8	-7	3	-5
Cc1ccc(-c2noc(-c3ccno3)n2)cc1	-4	3.1	-3	-4	0	1	-0.5	1	4	5
O=C(OCc1nnc(-c2ccccc2)o1)c1cc(=O)c2ccccc2o1	2	1.2	3	3	5	-2	0.1	-8	-12	5
Cc1ccc(-c2cc(C(=O)Nc3ccccc3C)c3ccccc3n2)o1	1	-2.2	6	-10	5	1	-0.2	4	-29	14
CC(C)N=C(NC#N)SCC(=O)NC(C)(C)C	8	-0.6	6	-4	-3	-4	-0.2	-5	4	-1
Cn1c(Cl)nc2ccccc21	0	3.2	6	3	6	8	0.1	-2	-4	1
CC(C)c1ccccc1OCC(=O)N(C)CC(=O)Nc1ccc(F)cc1	0	-1.3	-6	15	-10	-2	0.2	18	5	5
O=C(Nc1cc(-c2nc3ncccc3o2)ccc1Cl)c1ccco1	-9	2.0	-4	17	-2	-2	0.4	-7	-19	6
COc1ccc(C(=O)COC(=O)c2ccccc2C(=O)N(C)c2ccccc2)c(OC)c1	10	2.0	7	2	-7	4	0.3	5	-8	-5
O=C(CCc1nnc(-c2ccc3c(c2)OCO3)o1)NCCc1ccccc1F	-6	0.2	-1	10	5	2	0.5	8	-2	-6
COc1ccc(S(=O)(=O)NCC(c2ccc(F)cc2)N2CCOCC2)cc1Br (stereo not given)	-6	1.3	-4	3	-12	-4	0.4	-9	-7	-2
CCN(C)C1CN(Cc2cn(Cc3ccc(C(F)(F)F)cc3)nn2)S(=O)(=O)C1 (stereo not given)	-2	nt	6	-9	19	1	0.3	15	-21	1

(continued)
SMILES	DDE Tn6 FP inh	FXN GAA850 act	GC-B act	ARFGAP1 inh	HGIII-sPLA2 inh	GC-A act	KLK7 zymogen act	ASAP1 GAP inh	ADAM10 inh	rCAG binder
Cc1ccc(S(=O)(=O)CCC(=O)NCCc2ccccc2)cc1	9	-0.9	4	-1	17	6	-0.7	5	-9	2
CC(C)CN1CCN(Cc2ccc(Oc3ncccn3)cc2)CC1CCO (stereo not given)	2	0.5	3	-16	4	2	0.1	4	-2	-5
COc1ccc2[nH]c3c(c2c1)CCN1C(=O)C(CC(=O)NC(C)(C)C)C[C@H](C(=O)N(C(C)C)C(C)C)[C@@]31C (stereo not given in full)	1	-1.4	6	-3	2	1	0.4	6	-8	-2
Cc1n[nH]c(C)c1S(=O)(=O)NC(C)Cc1ccccn1 (stereo not given)	-7	nt	8	nt	10	2	0.0	nt	1	4
COC(=O)C1(C(=O)OC)C2C(=O)C3C(C21)C3(C(=O)OC(C)(C)C)C(=O)OC(C)(C)C (stereo not given)	-7	0.7	9	4	9	2	-0.7	-2	-7	-2
CN(C(=O)COC(=O)CCC1CCCCC1)c1c(N)n(Cc2ccccc2)c(=O)[nH]c1=O	-11	0.4	6	1	12	2	-0.2	-3	-15	-6
O=C(NCCNC1CCC(c2ccccc2)CC1)c1ccc(F)cc1 (stereo not given)	7	-1.2	-6	-3	2	-18	-0.5	15	-4	5
Clc1ccc(-c2nnc3n2CCCC3)cc1	-5	-1.6	6	7	3	-1	-0.3	-13	-8	-1
Cc1ccc(-n2c(C)cc(/C=N/NC(=O)CC3(C)OCCO3)c2C)cc1	0	0.9	-1	-3	-3	-2	-0.2	3	-6	-3
O=C(O)/C=C/C(=O)NCCC(c1ccccc1)c1ccccc1	3	-0.8	-5	0	4	-1	-0.4	-6	1	4
CC(Oc1ccc(Br)cc1Cl)C(=O)Nc1ccncc1 (stereo not given)	-2	1.3	-2	8	-6	-6	0.2	5	3	-4
Cc1nn(-c2ccc(N3CCCCC3)nn2)c(C)c1CCC(=O)Nc1cc(F)ccc1F	-4	-0.8	5	-3	1	3	-0.6	-3	-3	-6
COc1ccc(-c2nn(-c3ccccc3)cc2C(=O)Nc2cccc(S(=O)(=O)NC3=NCCC3)c2)cc1	-8	1.2	-1	4	-36	3	0.0	6	24*	20
CCOC(=O)c1ccc(NC(=S)NCc2ccc(F)cc2)cc1	-17	1.3	10	-9	-15	5	0.5	7	18	8
O=C(O)C1C2CCC(C2)C1C(=O)NCc1ccccn1 (stereo not given)	-2	-0.7	8	2	2	2	-0.1	-1	-5	2

Compound activity: PubChem, several laboratories

Rows are unselected; any-hit rate near 4.5%.
